Rhodamine autofl – compound fluoresces in the rhodamine spectral region. Rhodamine-region fluorescence, 547/598 nm, Tris buffer; active compounds read high. max dye-equivalent concentration, M. 59,000 compounds, 0.05% hits; in the data active = max dye-equivalent concentration above about 11 nM; inconclusive = between about 1.1 nM and that limit
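Intrinsic compound fluorescence, ex 547 / em 598 nm, CCD imager. Tris 100 mM pH 8.0; 15 min RT. Output = rhodamine dye-equivalent concentration at each compound concentration.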
USP2a inhib – USP2a (human) protease inhibition. O75604. USP2a enzymatic assay, qHTS inhibition. AID 927. 60,000 compounds, 0.1% hits. Potency, µM (top dose mostly 38.3 µM), for inactives: at the top dose activity change, negative = inhibition, actives largely listed as inhibitors;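 note: potency is the fitted concentration of half-maximal effect; nearly all actives have a fitted effect of over 60% in size; plate controls were DMSO for no effect and NEM full inhibition control for full effect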
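USP2 core (20nM final) preincubated 30 min RT with compound, then Ub-PLA2 20nM and NBD C6-HPC 20uM final added; buffer 20mM Tris-HCl pH 8.0, 2mM CaCl2. Fluorescence Ex 460/Em 535 read at 0 and 2.5 h; normalized to NEM.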
Pol III holo inh – inhibitors of bacterial DNA polymerase III holoenzyme | 71,000 compounds, 0.25% hits | Potency, µM (titrated, usually from 57.1 µM), for inactives: top-dose activity change, negative = inhibition | reconstituted DNA polymerase III holoenzyme replication, biochemical; note: potency is the fitted concentration of half-maximal effect; % is set by controls: 0 for no effect and ±100 for the full control effect
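Reconstituted *E. coli* holoenzyme (0.35 nM Pol III, 1 nM beta, 154 nM SSB, 2 nM primase) was preincubated with compound for 15 min at RT. Synthesis on 1.4 nM ssM13Gori ran 35 min, then was stopped with PicoGreen/EDTA and read as dsDNA fluorescence.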
Caspase-1 inhib – allosteric or competitive inhibitors of human caspase-1 | P29466 | Caspase-1 enzyme, Ac-WEHD-AFC fluorogenic rate | Potency, µM (doses to about 57.5 µM), inactives show at the top dose activity change, negative = inhibition, usual class: inhibitors | 75,000 compounds, 0.03% hits | AID 900;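 note: potency is the fitted concentration of half-maximal effect; plate controls were vehicle for no effect and no substrate for full effect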
HADH2 inhib – HADH2 (human) dehydrogenase inhibition; Q99714; recombinant HADH2, NADH fluorescence, beta-hydroxybutyryl-CoA; Potency, µM (doses to about 57.1 µM), for inactives: top-dose activity change, negative = inhibition, most hits filed as inhibitors; 73,000 compounds, 3.4% hits; AID 886; note: potency is the fitted concentration of half-maximal effect; % is set by controls: 0 for no effect and ±100 for the full control effect; nearly all actives have a fitted effect of over 60% in size; many of its hits are not listed in these tables
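E. coli-expressed His-tagged HADH2 tested at 20 nM in alkaline Tris buffer (pH 9.0); oxidation of 90 uM beta-hydroxybutyryl-CoA with 1 mM NAD+ tracked fluorimetrically for 4 min.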
BRCT PPI green – inhibitors of human BRCA1 BRCT-phosphoprotein interaction (green fluorophore); Potency, µM (highest dose often 76.9 µM), inactives show at the top dose activity change, negative = inhibition, usual class: inhibitors; P38398; 75,000 compounds, 0.05% hits; BRCA1 BRCT-phosphopeptide binding, green fluorescence polarization;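 note: potency is the fitted concentration of half-maximal effect; plate controls were peptide without protein for full effect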
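Fluorescence polarization: His-tagged BRCT (~35 kDa BRCA1 C-terminus, 250 nM) bound to 100 nM fluorescein-labeled phosphorylated 10-aa BACH1 peptide, pH 7.3 phosphate buffer with DTT and Tween 20. Compounds incubated 12 min at room temperature; inhibition read as lowered polarization.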
HEK293 cAMP ctrl – parental HEK293 cAMP activation (counter-screen); AID 938; parental HEK293 CNG cAMP sensor, membrane potential fluorescence; Potency, µM (highest dose often 57.1 µM), without a hit: at the highest dose activation, actives largely listed as activators; 73,000 compounds, 2.5% hits; note: potency is the fitted concentration of half-maximal effect; % of control where 0% means no effect; nearly all actives have a fitted effect of over 55% in size
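Parental HEK 293 cells stably expressing a cAMP-gated CNG channel were loaded with membrane potential dye containing 100 uM RO 20-1724 for 60 min. Compound added for 30 min; depolarization read as fluorescence intensity at 590 nm.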
Casp7 inh – caspase-7 (human) inhibition, allosteric or competitive; P55210; recombinant caspase-7, Ac-DEVD-AFC fluorescence rate; Potency, µM (titrated, usually from 57.5 µM), without a hit: at the highest dose activity change, negative = inhibition, hits mostly inhibitors; 75,000 compounds, 0.02% hits; AID 889; active = well fitted inhibition curve with a large enough effect in the main read-out, with a control signal flat, not every such curve was filed as active; inconclusive = small, poorly fitted or top-dose-only effect, or a change in a side signal; note: potency is the fitted concentration of half-maximal effect; % of control where 0% means no effect
Tau filament bind – tau filament binding; recombinant tau filaments, thioflavin S fluorescence, 15 h; filaments grown with octadecylsulfate alongside compound; Potency, µM (highest dose often 57.1 µM), inactives show at the highest dose activity change, negative = inhibition; 71,000 compounds, 2% hits;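 note: potency is the fitted concentration of half-maximal effect; % is set by controls: 0 for no effect and ±100 for the full control effect; actives lower thioflavin S fluorescence by blocking filaments or displacing dye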
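Assay mix: 1 uM His-tagged tau, 30 uM sodium octadecylsulfate, thioflavine S dye in HEPES/NaCl/DTT buffer. Compound is added prior to the inducer. Fluorescence after 15 h at 37 C.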
BRCT inh red – disrupts BRCA1 BRCT binding to phosphoprotein, red fluorophore readout. P38398. Potency, µM (doses to about 76.9 µM), for the others: at the highest dose activity change, negative = inhibition, hits mostly inhibitors. 75,000 compounds, 0.03% hits. AID 892. BRCT-phosphopeptide binding, red fluorescence polarization; note: % is set by controls: 0 for no effect and ±100 for the full control effect
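Rhodamine-labelled pBACH1 10-mer (100 nM) bound to BRCT domain (100 nM) at pH 7.3; compounds incubated 12 min room temperature, polarization read. Free peptide defines full inhibition; unlabelled decapeptide titrated as control.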
15-hLO inh – 15-hLO (ALOX15) enzyme inhibition. purified 15hLO-1, xylenol orange hydroperoxide absorbance. Potency, µM (series often up to 57.1 µM), inactives show top-dose activity change, negative = inhibition, actives largely listed as inhibitors. 74,000 compounds, 1.4% hits. AID 887; note: potency is the fitted concentration of half-maximal effect; % is set by controls: 0 for no effect and ±100 for the full control effect; nearly all actives have a fitted effect of over 55% in size
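Compounds were preincubated 15 min at room temperature with 40 nM purified human enzyme (25 mM Hepes pH 7.5, 0.01% Triton X-100); 50 uM arachidonic acid reacted 6 min. Fe-xylenol orange detection, 30 min, absorbance ratio 573/405 nm.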
Starred values were filed as active, the others as inactive; i = inactive; ? = inconclusive; · = no result given; [ ] = dose if it differs, or a comment. Unless noted, calls come from the whole dose curve; as a rule, active = well fitted curve in the direction sought with a large enough effect; inconclusive = small, poorly fitted or top-dose-only effect, or another doubt; inactive = no such curve, though single readings can be large; an effect the other way counts as inactive or inconclusive. An excerpt; rates above refer to the full screens.

# | compound | Rhodamine autofl | USP2a inhib | Pol III holo inh | Caspase-1 inhib | HADH2 inhib | BRCT PPI green | HEK293 cAMP ctrl | Casp7 inh | Tau filament bind | BRCT inh red | 15-hLO inh
1 | CCC(C)C(=O)Nc1nc2c(s1)C(=O)CC(C)(C)C2 (stereo not drawn) | · | · | 0% | -2% | ? | -3.7% | 6% | -2% | -1% | -0.4% | -2%
2 | O=C(c1cccc(N2CCCC2=O)c1)N1CCN(c2ccccc2)CC1 | i | -5% | -3% | 1% | 1% | -1.5% | 0% | 0% | 11% | 0.7% | 5%
3 | CN(Cc1ccco1)C(=O)c1ccc(N2CCCC2=O)cc1 | i | -6% | -4% | -1% | -4% | -1.2% | -2% | 0% | 3% | 1.9% | 8%
4 | C[C@@H]1CN(CCCn2c3ccccc3c3ccccc32)C[C@H](C)N1 | · | · | -5% | 1% | 8% | -2.6% | ? | -2% | -15% | 1.3% | ?
5 | O=C(c1cccc(Cl)c1)N(Cc1cccs1)C1CCS(=O)(=O)C1 (stereo not drawn) | i | 4% | -2% | -2% | ? | -2.7% | 5% | 0% | -4% | 0.9% | 8%
6 | CC(OC(=O)CNC(=O)c1ccc2c(c1)OCO2)C(=O)NCCC1=CCCCC1 (stereo not drawn) | i | 1% | -1% | -1% | 0% | 0.5% | 4% | 1% | -8% | 0.1% | -10%
7 | Cc1cc(-n2nc(C)cc2C)nc(N)n1 | i | -10% | 10% | -3% | -3% | -1.8% | ? | -2% | 7% | -1.0% | 6%
8 | CCCN1Cc2cccc(C(=O)NCc3cccs3)c2C1=O | i | 14% | -3% | 2% | 1% | -0.8% | 7% | 1% | 4% | -0.1% | 2%
9 | COc1cc(OC)c2c(C)cc(=O)oc2c1 | i | -12% | -8% | 1% | 4µM* | -0.7% | 9% | 1% | 4% | -3.8% | -12%
10 | COC(=O)C(Cc1cnc[nH]1)NC(=O)C1CCC(=O)N1 (stereo not drawn) | i | -5% | 6% | 0% | -2% | 0.3% | 4% | 1% | -4% | -2.9% | -4%
11 | COc1ccc(NC(=O)c2ccco2)c(OC)c1 | i | -2% | -5% | 2% | -6% | -1.2% | 1% | 0% | -2% | 1.5% | 7%
12 | O=C1CC(c2ccc(S(=O)(=O)NCCOc3ccccc3)cc2)CN1 (stereo not drawn) | i | -8% | -1% | 1% | 7% | -2.7% | 8% | -3% | 2% | -0.4% | -10%
13 | Fc1c(F)c(C(F)(F)F)c(F)c(F)c1N1CCN(c2ccc3nnc(C(F)(F)F)n3n2)CC1 | · | 14% | 5% | -5% | 5% | -5.3% | 1% | -1% | 248% | -2.3% | 1%
14 | COCCCNC(=O)CN(Cc1ccc(Cl)cc1)S(C)(=O)=O | i | 0% | -6% | 3% | 2% | -0.9% | ? | 0% | 11% | -0.7% | 8%
15 | CCn1c2ccccc2c2cc(CN3CCN(C(=O)c4ccco4)CC3)ccc21 | · | 23%[7.66 µM] | -3%[11.4 µM] | -4% | -26%[11.4 µM] | 1.4% | ? | -5% | 214%[11.4 µM] | 1.2% | -20%[11.4 µM]
16 | Cc1cc(S(=O)(=O)N2CCC(NC(=O)C34CC5CC(CC(C5)C3)C4)CC2)ccc1-n1cnnn1 | i | 0% | 1% | -2% | -4% | -1.0% | 4% | 0% | -1% | -2.0% | -1%
17 | CCOc1ccc(NC(=O)CN(C)CC(=O)NC2CCCc3ccccc32)cc1OCC (stereo not drawn) | i | 18% | -10% | -1% | 4% | -0.1% | 5% | 0% | -8% | -3.1% | 11%
18 | COc1ccc(S(=O)(=O)N(C)CC(=O)N2CCC(C(N)=O)CC2)cc1Cl | i | -10% | 2% | -1% | 5% | -0.2% | 2% | 0% | -7% | 1.0% | -14%
19 | Cc1ccc(S(=O)(=O)NCCC(=O)Nc2ccc3c(c2)OCO3)cc1 | i | 9% | 2% | -4% | 3% | 0.0% | -1% | -1% | -10% | 0.7% | -7%
20 | CC(C)(C)C1CCc2[nH]c3ccccc3c(=O)c2C1 (stereo not drawn) | · | · | · | -2% | 7% | -1.0% | 3% | -2% | · | -1.5% | 2%
21 | COC(OC)[C@@H](C)[C@H](OC)[C@@H](C)[C@H](OC)c1ccccc1 | · | · | · | -1%[11.5 µM] | -15%[11.4 µM] | -0.6%[15.4 µM] | -2%[11.4 µM] | 1%[11.5 µM] | · | 0.4%[15.4 µM] | -3%[11.4 µM]
22 | CCc1nn2c(N3CCOCC3)cc(C)nc2c1-c1ccc(F)cc1 | i | 1% | 9% | -3% | i | -0.6% | -4% | 5% | -3% | 1.3% | -4%
23 | COC(=O)C(C)Sc1nnc(SC(C)C(=O)OC)s1 (stereo not drawn) | i | 2% | 5% | -1% | -25% | -1.3% | 5% | 0% | 1% | -0.2% | -10%
24 | COc1ccc(OC)c(N/C=C2/CCCCC2=O)c1 | i | 12% | 2% | 1% | -18% | 13% | 21% | -1% | ? | -2.4% | ?
25 | CCOC(=O)C1CCCN(S(=O)(=O)c2ccc(C)cc2)C1 (stereo not drawn) | i | 5% | 1% | 0% | -6% | -4.9% | 10% | -1% | 8% | -1.0% | -2%
26 | CN(Cc1ccccc1)C(=O)CCCn1c(=O)[nH]c2cc(Cl)ccc2c1=O | i | 18% | 0% | 0% | 7% | -0.3% | 4% | 0% | 5% | 0.0% | -5%
27 | Cc1nc(NCc2ccccc2)c2nc(-c3ccccc3)n(CCCN3CCOCC3)c2n1 | · | · | 4% | -1% | ? | -0.9% | ? | 0% | 32% | -2.9% | ?
28 | CO[C@H]1COC(=O)[C@@H](C)NC(=O)C/C=C\[C@@H](C)[C@H](OC)COC(=O)C/C=C\[C@@H]1C | · | · | · | 1%[11.5 µM] | -4%[11.4 µM] | -2.3%[15.4 µM] | 2%[11.4 µM] | 1%[11.5 µM] | · | 2.5%[15.4 µM] | -1%[11.4 µM]
29 | CC(=O)NC(CC(C)C)C(=O)NC(=O)NCc1ccccc1 (stereo not drawn) | · | 1%[7.66 µM] | 0%[11.4 µM] | -2% | -3%[11.4 µM] | -1.5% | -3%[11.4 µM] | 2% | -3%[11.4 µM] | 0.0% | 4%[11.4 µM]
30 | Cc1cccc(Nc2nc3c(c(=O)n(C)c(=O)n3C)n2Cc2ccccc2)c1 | i | -3% | -4% | 5% | 2% | -3.4% | 0% | -2% | -2% | -1.4% | -12%
31 | COCCNC(=O)CN(C(=O)CCC(=O)Nc1cc(C)on1)c1ccc(C)cc1C | i | · | -3% | 0% | 12% | 0.3% | ? | 0% | -3% | -1.8% | 5%
32 | O=C(Nc1ccccc1)OCCOc1ccccc1 | · | 3% | -1% | 1% | 10% | -4.7% | ? | -3% | -10% | -0.5% | 3%
33 | CCC(C)n1nccc1NC(=O)C(C)OC(=O)c1cc2ccccc2[nH]1 (stereo not drawn) | i | 10% | 3% | -1% | ? | -0.2% | 0% | 0% | 1% | 0.1% | -5%
34 | CCOC(=O)CSc1nc2ccc(NC(C)=O)cc2s1 | · | 2%[7.66 µM] | -3%[11.4 µM] | -2% | -12%[11.4 µM] | -1.2% | -5%[11.4 µM] | 1% | 4%[11.4 µM] | -0.3% | 1%[11.4 µM]
35 | Cc1ccc(C2CC(c3ccccc3C)n3nc(N)nc3N2)cc1 (stereo not drawn) | · | · | -3% | 1% | 2% | -1.9% | 14% | -2% | -21% | 0.0% | 0%
36 | CCCCC(=O)N(CCOC)c1nnc(-c2ccc(OC)cc2)s1 | i | 2µM* | -7% | 1% | ? | -0.7% | 13% | -1% | 17% | -0.6% | -28%
37 | CCCCCn1c(=N)n(CC(O)COc2ccccc2OC)c2ccccc21 (stereo not drawn) | · | · | -13% | -1% | 5% | 10% | ? | 0% | i | -3.3% | ?
38 | O=C1c2ccccc2C(=O)N1C1(C(=O)NC2(C(=O)O)CCCC2)CCCC1 | i | · | -5%[11.4 µM] | 5%[11.5 µM] | 5%[11.4 µM] | -0.2%[15.4 µM] | 1%[11.4 µM] | -1%[11.5 µM] | -6%[11.4 µM] | 2.2%[15.4 µM] | 15%[11.4 µM]
39 | CCN(CCCNC(=O)CC1Oc2ccc(C)cc2NC1=O)Cc1ccccc1 (stereo not drawn) | · | · | 0% | 0% | -23% | -1.5% | 12% | -2% | -21% | 0.8% | 10µM*
40 | COc1ccc(C2OC(=O)c3ccccc3S2)cc1 (stereo not drawn) | · | -8%[7.66 µM] | -2%[11.4 µM] | -3% | -9%[11.4 µM] | 1.1% | ? | 0% | 5%[11.4 µM] | -0.2% | -2%[11.4 µM]
41 | CCNC(=O)N1c2ccc(OCC)cc2C(C)=CC1(C)C | i | 4% | -4% | ? | -22% | -2.0% | ? | -29% | 9% | -0.7% | -19%

Source: PubChem (National Center for Advancing Translational Sciences (NCATS))
